Cycloheximide cs – Cycloheximide Counterscreen for Small Molecule Inhibitors of Shiga Toxin; 300,000 compounds, 12% hits; max response, %; cell reporter, cycloheximide protein synthesis inhibition counterscreen; AID 2314, 2010; in the data active = max response mostly above about 13%, no sharp cut-off; inactive = mostly below about 14%; also: read at 38.3 µM for the half of the compounds with a filed dose; 0% is about no effect
Sm TGR inh – qHTS Assay for the Inhibitors of Schistosoma Mansoni Peroxiredoxins | Schistosoma mansoni thioredoxin glutathione reductase (TGR), Q962Y6 | purified TGR, DTNB reduction, TNB absorbance 405 nm | Potency, µM (series often up to 114 µM), without a hit: top-dose activity change, negative = inhibition, usual class: inhibitors | 360,000 compounds, 3% hits; also: potency is read from the fitted curve at half-maximal effect; % is scaled to controls: 0 for no effect and ±100 for the full control effect; nearly all actives have a fitted effect of over 60% in size
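Kinetic colorimetric format: TGR-catalysed, NADPH-driven DTNB reduction monitored via TNB absorbance. Enzyme dispensed at 20 nM; compound exposure 15 min at room temperature before reaction start.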
Giardia FBPA inh – qHTS Assay for Inhibitors of Fructose-1,6-bisphosphate Aldolase from Giardia Lamblia. purified Giardia FBPA. 290,000 compounds, 0.71% hits. Potency, µM (highest dose often 59.6 µM), without a hit: top-dose activity, negative = inhibition, most hits filed as inhibitors. A8B2U2; also: potency is read from the fitted curve at half-maximal effect; % is scaled to controls: 0 for no effect and ±100 for the full control effect; nearly all actives have a fitted effect of over 55% in size
Target sequence (A8B2U2 whole entry, looked up): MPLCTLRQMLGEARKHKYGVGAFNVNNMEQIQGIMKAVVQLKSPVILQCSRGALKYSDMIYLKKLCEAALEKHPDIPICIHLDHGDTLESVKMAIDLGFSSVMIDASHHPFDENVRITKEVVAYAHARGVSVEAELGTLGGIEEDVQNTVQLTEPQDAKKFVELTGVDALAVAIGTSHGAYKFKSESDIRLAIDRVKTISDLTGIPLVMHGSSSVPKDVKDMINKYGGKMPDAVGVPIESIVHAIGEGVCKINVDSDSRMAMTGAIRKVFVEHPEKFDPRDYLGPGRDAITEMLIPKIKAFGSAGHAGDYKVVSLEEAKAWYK
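40 nM FBPA preincubated 10 min at RT with compound (up to 57.5 uM final), then substrate plus GAPDH/TPI/NAD/arsenate coupling and diaphorase/resazurin added. Fluorescence read after 20 min at RT, 525/598 nm.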
Pf growth 96h – Primary qHTS for delayed death inhibitors of the malarial parasite plastid, 96 hour incubation; P. falciparum luciferase reporter growth, 96 h; Potency, µM (highest dose often 28.7 µM), inactives show top-dose activity change, negative = inhibition, most hits filed as inhibitors; 320,000 compounds, 6.9% hits; also: potency is read from the fitted curve at half-maximal effect; % is scaled to controls: 0 for no effect and ±100 for the full control effect
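Compounds incubated with erythrocytes infected by luciferase-expressing P. falciparum (2% hematocrit, 0.05% parasitemia final) for 96 hours, 37 C in 5% CO2. Growth inhibition scored as decreased luciferase luminescence.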
Pf growth 48h – Primary qHTS for delayed death inhibitors of the malarial parasite plastid, 48 hour incubation. P. falciparum luciferase growth in erythrocytes, 48 h. Potency, µM (highest dose often 28.7 µM), inactives show at the top dose activity change, negative = inhibition, hits mostly inhibitors. 310,000 compounds, 5.9% hits; also: potency is read from the fitted curve at half-maximal effect; % is scaled to controls: 0 for no effect and ±100 for the full control effect
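Growth was read as firefly luciferase luminescence after a 48 h, 37 C, 5% CO2 exposure of compounds to reporter-bearing P. falciparum cultures (0.1% parasitemia, 2% hematocrit final) in Albumax-supplemented RPMI 1640.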
Shiga inhibitor – A qHTS for Small Molecule Inhibitors of Shiga Toxin. Vero cells, Shiga toxin protein synthesis inhibition reporter. inhibition, % at 38.7 µM. 290,000 compounds, 9.2% hits; in the data active = inhibition mostly above about 28%, no sharp cut-off; inactive = mostly below about 43%; also: 0% is about no effect
An asterisk follows results filed as active; i = inactive; ? = inconclusive; · = no result given; [ ] = another dose, or the depositor's remark. Unless noted, calls follow the shape of the dose curve; as a rule, active = well fitted curve in the direction sought with a large enough effect; inconclusive = small, poorly fitted or top-dose-only effect, or another doubt; inactive = no such curve, though single readings can be large; an effect the other way counts as inactive or inconclusive.

SMILES	Cycloheximide cs	Sm TGR inh	Giardia FBPA inh	Pf growth 96h	Pf growth 48h	Shiga inhibitor
N#C/C(=C\c1cn[nH]c1-c1ccccc1)C(=O)NC1CCCCCC1	1	12%	-8%	?	?	-1
Cc1cccn2c(=O)c3cc(C#N)c(=O)n(CC4CCCO4)c3nc12 (configuration not stated)	-1	-1%	1%	?	?	-16
O=C(Cn1c(=O)oc2cc(S(=O)(=O)NCc3ccccc3)ccc21)N1CCCC1	-1	1%	5%	5%	1%	-4
Cc1c(C(=O)Nc2c(F)cccc2F)sc2ncn(CC(=O)N3CCCCC3)c(=O)c12	-3	-32%	0%	?	2%	-3
CCOC(=O)CCNC(=O)N1CCCC(N(C)CCc2ccccc2)C1 (configuration not stated)	0	-2%	5%	-11%	13%	-2
CN(C)S(=O)(=O)c1ccc(C(=O)NCc2nnc(SCC(=O)N3CCCC3)o2)cc1	10	2%	·	-17%	8%	-12
O=C(NC(=S)NCc1ccco1)c1cccc(Cl)c1	2	?	·	69%[activator]	?	-25
COc1ccc(CNC(C)C2COc3ccccc3O2)c(OC)c1 (configuration not stated)	0	9%	-19%	71%[activator]	5%	-22
Oc1ccc(Br)cc1CNc1cccc2cccnc12	2	-5%	-18%	9.3µM*	?	·
O=C(COC(=O)Cn1[nH]c(=O)c2ccccc2c1=O)NNC(=O)c1ccc(Br)cc1	·	-24%	·	-2%	3%	·
COc1ccccc1Nc1nc(N(C)c2ccccc2)nc(N)c1[N+](=O)[O-]	0	14%	14%	5%	4%	-12
Cc1cccn2c(=O)c3cc(C(=O)NCCc4ccccc4)c(=N)n(CC4CCCO4)c3nc12 (configuration not stated)	-1	3%	5%	29%	2.3µM*	-6
COc1ccc(OC)c(-c2ccc(C(=O)O)o2)c1	16	·	23%[89.2 µM]	·	·	i
O=C(O)CCCNS(=O)(=O)c1cccc2nsnc12	-2	-8%	2%	?	8%	1
C=CCNC(=O)c1c(CSc2ccc(F)cc2)noc1C(=O)NCCC	·	0%	·	?	10%	·
CCc1ccc(C(C)NC(=O)C2CCCC2)cc1 (configuration not stated)	-1	11%	5%	0%	5%	-6
O=C1CN(Cc2ccccc2)S(=O)(=O)c2ccccc21	-1	·	23%	·	·	-3
CCOc1ccc(N2C(=O)CC(NC3CCCCNC3=O)C2=O)cc1 (configuration not stated)	-4	22µM*	6%	-17%	9%	9
CCOP(=O)(OCC)C(NC(=O)c1ccc(Cl)cc1)=C(Cl)Cl	-3	9%	3%	0%	8%	-9
CC(Oc1ccccc1F)c1nnc(SCC(=O)c2c(N)n(C3CC3)c(=O)[nH]c2=O)o1 (configuration not stated)	·	-11%	·	5%	-27%	·
COc1cc(N=c2ssnc2Cl)cc(OC)c1OC	-2	?	20µM*	24%	-5%	-8
COc1cc(NC(=S)Nc2ccc(OC(F)F)cc2)cc(OC)c1	-3	?	-10%	-7%	-1%	7
O=C(CN1C(=O)CSc2ncccc21)NCCN1CCOCC1	-3	1%	0%	?	·	-3
Cc1ccc(C)c2[nH]c(=O)c(CCNC(=O)c3cccs3)cc12	15	3%	1%	-34%	8%	-10
Cc1ccc(NC(=O)N2CCSc3ccccc32)cc1	22*	9%	-10%	?	36%[activator]	32
Cn1cc(CNCC2CCCO2)c(-c2ccc(Oc3ccccc3)cc2)n1 (configuration not stated)	0	0%	7%	-27%	?	-16
CCCn1c(Nc2cccc(OC)c2)nc2ccccc21	8	7%	-2%	7%	-9%	-1
CC(C)(C)c1cc(-c2ccco2)c(C#N)c(SCC#N)n1	-3	10%	8%	?	?	-7
CCn1cc(S(=O)(=O)Nc2ccc(Cl)cc2F)cn1	-2	?	·	?	9%	-8
COc1ccc(CCNC(=O)CCc2nc3sc4c(c3c(=O)[nH]2)CCCC4)cc1	11	14%	-9%	?	-25%	22
COc1ccc(OC)c(NC(=O)c2cccc(N3C(=O)C4C5C=CC(C6CC56)C4C3=O)c2)c1 (configuration not stated)	16	3%	·	?	?	-1
COc1cc(CNCc2ccncc2)cc(OC)c1OC	-5	-30%	?	227%	31%[activator]	·
COC(=O)C1CN(C(=O)COc2ccc(Cl)cc2C)c2ccccc2O1 (configuration not stated)	21	4%	-8%	?	15µM*	25
COc1ccc(N2CCN(c3ccc(S(=O)(=O)N(C(C)C)C(C)C)cn3)CC2)cc1	-5	-1%	0%	0%	?	-2
COc1ccc(-c2nc(SC)n(C)c(=O)c2C#N)cc1OC	-5	7%	-1%	?	-21%	-25
O=C(COC(=O)Cn1cnc2ccccc2c1=O)Nc1cc(Cl)ccc1[N+](=O)[O-]	6	-6%	-4%	16%	5%	-13
COc1ccc(-c2nc(-c3cccc(C)c3)nc(Cl)c2C#N)cc1	-5	-9%	11%	66%[activator]	-9%	46
O=C([C@@H]1CCCN1C(=O)c1cccs1)N1CCN(S(=O)(=O)c2ccccc2F)CC1	·	-3%	·	?	-18%	·
COCCNC(=O)N1[C@H]2CC[C@@H]1C(C(=O)OC)=C(c1ccc(OC(F)(F)F)cc1)C2	·	-11%	·	-1%	?	·
COC(=O)CN1C(C)=Nc2ccc(Br)cc2C1c1ccccc1 (configuration not stated)	-2	5%	-6%	-2%	-11%	-8

Shown bar-delimited: 3 of the compounds above
Molecule | Cycloheximide cs | Sm TGR inh | Giardia FBPA inh | Pf growth 96h | Pf growth 48h | Shiga inhibitor
COc1ccc(-c2nc(-c3cccc(C)c3)nc(Cl)c2C#N)cc1 | -5 | -9% | 11% | 66%[activator] | -9% | 46
O=C([C@@H]1CCCN1C(=O)c1cccs1)N1CCN(S(=O)(=O)c2ccccc2F)CC1 | · | -3% | · | ? | -18% | ·
COCCNC(=O)N1[C@H]2CC[C@@H]1C(C(=O)OC)=C(c1ccc(OC(F)(F)F)cc1)C2 | · | -11% | · | -1% | ? | ·

Later entries:
SMILES	Cycloheximide cs	Sm TGR inh	Giardia FBPA inh	Pf growth 96h	Pf growth 48h	Shiga inhibitor
CCc1cc2c(=O)c(-c3nc4ccccc4n3C)c(C)oc2c(CN(CC)CC)c1O	-2	-14%	2%	15%	-19%	-2
COc1ccc(OC)c(S(=O)(=O)N2CCN(C34CC5CC(CC(C5)C3)C4)CC2)c1	1	-15%	3%	-12%	-19%	-13
CCC(Cc1ccccc1)NC(=O)CN(C)S(=O)(=O)c1ccc2c(c1)c(=O)n(C)c(=O)n2C (configuration not stated)	-6	-7%	1%	7.4µM*	·	-6
COC(=O)c1cc(C#N)c(Oc2cccc(C)c2C)nc1C	-2	-9%	-1%	-9%	-24%	-2
CC(=O)NC1=NN(C(C)=O)C(C)(c2ccco2)S1 (configuration not stated)	43*	4%	1%	-11%	?	59*
CC1=CC2=NC(=O)/C(=C\c3cc(C)n(-c4ccc(F)cc4)c3C)C(=N)N2O1	-5	-2%	4%	?	4.7µM*	-12
Cc1cccc(C(=O)Nc2ccc(N3CCN(c4ccc(C(F)(F)F)cn4)CC3)nc2)c1	-2	3%	1%	-9%	?	-3
CC(C)Oc1ccc(CSC(=N)N)cc1	-5	14%	-8%	-8%	0%	-11
CC(C)c1ccccc1OCC(=O)N(C)CC(=O)Nc1ccc(F)cc1	·	0%	·	?	?	·
COc1cccc(C(=O)NC(=O)Nc2cc(C)on2)c1	56*	1%	1%	?	339%[activator]	71*
CCOC(=O)c1ccc(NC(=O)CSc2nnc(CC)o2)cc1	6	-10%	·	18%	16%	-4
CCOC(=O)c1cn(Cc2ccccc2)nn1	5	2%	1%	?	25%	-9
O=C(Nc1ccc(F)cc1F)NC1CCCc2ccccc21 (configuration not stated)	-3	-19%	·	8%	12%	-5
COC(=O)c1cc(OC)c(OC)cc1NC(=S)N1CCC(C(N)=O)CC1	3	-13%	-13%	·	19%	-17
CCC(C(=O)NCCCc1ccccc1)c1ccccc1 (configuration not stated)	-1	-2%	0%	45%[activator]	-20%	2
Cc1ccc(-n2nnnc2SC(C(=O)c2c[nH]c3ccccc23)c2ccccc2)cc1 (configuration not stated)	-2	-1%	-4%	1.5µM*	?	-9
N#Cc1c(-c2cccs2)cc(-c2cccnc2)nc1N	-4	5%	0%	·	0%	-8
CC(=O)C1=C(O)C(=O)N(c2cccnc2)C1c1ccc([N+](=O)[O-])cc1 (configuration not stated)	-3	-8%	-15%	-28%	10%	-2
c1ccc(N2CCN(Cc3cn4cccnc4n3)CC2)cc1	-2	5%	-4%	-13%	·	-3
O=C(CN1C(=O)c2ccc([N+](=O)[O-])cc2C1=O)NC1CCCCCC1	·	-8%	·	8%	?	·
Cc1ccc(C(=O)CCC(=O)OCC(=O)Nc2c(C)nn(-c3ccccc3)c2C)cc1	·	-20%	·	-1%	19%	·
CCCC(=O)Nc1cccc(-c2nc3cc(C)c(C)cc3o2)c1	39*	1%	6%	370%[activator]	256%[activator]	84*
CCc1nc2ccccc2c2nc3ccccc3n12	5	2%	-7%	114%[activator]	·	-2
CC(=O)Nc1cccc(-c2nn[nH]n2)c1	-3	-1%	-8%	11%	-3%	-8
Cn1ccnc1SCC(=O)N1CCc2ccccc21	31*	-21%	·	3%	124%[activator]	79*
N#CCc1ccc(NC(=O)c2ccc(S(=O)(=O)N3CCCC3)cc2)cc1	-7	0%	-6%	-3%	?	-2
O=C1NCCN1c1ncc([N+](=O)[O-])s1	·	2%	-9%[21.7 µM]	24%	7%	·
Cc1cccc(C)c1NC(=S)NCCCN1CCCC1=O	2	4%	-20%	19%	1%	8
O=C(Nc1ccc2c(c1)OCCO2)C1CCCN(c2ncccn2)C1 (configuration not stated)	22*	25%	-7%	-5%	210%[activator]	67*
Cc1ccc(Cn2nnc3c(=O)[nH]c(C(=O)NCc4ccco4)nc32)cc1	25*	1%	-6%	·	13%	111*
CCCc1cc(=O)n2nc(N3CCC(C(=O)N4CCN(c5cccc(OC)c5)CC4)CC3)sc2n1	1	56%[activator]	·	-6%	?	-3
COc1ccc(/C=C(/NC(=O)c2ccc(C)cc2)c2nc3ccccc3[nH]2)cc1OC	-3	3%	3%	?	?	-3
CC(C)(C)c1cc(C(=O)NCc2ccco2)ccn1	1	?	0%	60%[activator]	14%	-9
COC(=O)CCSCC(=O)Nc1nnc(C)s1	-1	4%	-22%	5%	11%	-3
CCOc1ccc2nc(SCC(=O)N(CCOC)c3c(N)n(Cc4ccccc4)c(=O)[nH]c3=O)[nH]c2c1	·	2%	·	-22%	?	·
C/C(CC(=O)Nc1cc(C)ccn1)=N\NC(=O)c1cccc(C)c1	12	-3%	-15%	?	84%[activator]	42
COC(=O)c1cc(Br)c(=O)n(CCN2CCCC2)c1	-2	-9%	-11%	?	38%[activator]	-3
CCN1CCN(c2ncnc3scc(-c4ccc(C)cc4)c23)CC1	-2	4%	-2%	?	0%	-13
Cc1cc(N2C(=O)C(O)=C(C(=O)c3cc4ccccc4o3)C2c2ccc(Cl)cc2)no1 (configuration not stated)	2	-30%	·	?	?	-4
CCCCN(C(=O)CN1CC(C)OC(C)C1)c1c(N)n(CC(C)C)c(=O)[nH]c1=O (configuration not stated)	-2	-10%	4%	-14%	8%	-8

Assay outcomes from PubChem BioAssay.
